# Measles CPE: protection of cells from measles virus | Measles virus-infected cells, CPE protection, absorbance | protection (pct of control), % at 4 µM | 1.5% of 140,000 active; in the data active means protection mostly above about 24%, no sharp cut-off; inactive means mostly below about 26%; further: some compounds called inactive have numbers as strong as hits
# Yeast growth inh: chemicals that inhibit yeast BB579 growth in restrictive medium (lifespan-shortening candidates); S. cerevisiae BB579 growth, OD615, 48 h; inhibition, % at 10 µM; 0.51% of 140,000 active; AID 804;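 active means inhibition above a set limit, 3 SD over the mean compound inhibition, cut at about 44% in these data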; further: inactives centre near -24
#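 Material: Saccharomyces cerevisiae DeaD strain BB579, replicative lifespan model yeast; buffer or medium: CSMM-D restrictive synthetic medium containing dextrose (glucose); compound: 10 µM single dose, DMSO 0.25%; timing: 48 h compound exposure at 30 °C after 4 h preincubation; signal: turbidity as optical density at 615 nm; benchmarks: positive control amphotericin B 10 µg/mL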
# GALR2 blocker: antagonists of human galanin receptor 2 (GALR2) | GALR2-expressing cells, antagonist mode | 0.39% of 140,000 active | inhibition, % at 4 µM | AID 828; in the data active means inhibition above about 27%;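 further: cells stimulated with galanin 1-16 at roughly its EC80; 0% = agonist challenge control and 100% = basal control without agonist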
# Target sequence (O43603 whole entry, looked up): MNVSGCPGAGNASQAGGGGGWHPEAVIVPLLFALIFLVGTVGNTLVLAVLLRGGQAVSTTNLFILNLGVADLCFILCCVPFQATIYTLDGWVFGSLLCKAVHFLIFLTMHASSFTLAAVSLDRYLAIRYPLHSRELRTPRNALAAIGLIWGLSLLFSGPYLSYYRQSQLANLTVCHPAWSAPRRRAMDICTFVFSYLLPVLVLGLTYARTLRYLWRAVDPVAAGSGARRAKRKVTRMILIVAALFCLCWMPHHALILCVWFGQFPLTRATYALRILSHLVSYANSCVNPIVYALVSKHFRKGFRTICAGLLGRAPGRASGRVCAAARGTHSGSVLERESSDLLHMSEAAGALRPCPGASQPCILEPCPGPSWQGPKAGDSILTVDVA
# HCT116 bCat-KO: beta-catenin-lacking colon tumor cell growth suppression | viability, % at 10 µM | 1.5% of 140,000 active | HCT116 beta-catenin knockout viability, CellTiter-Glo, 60 h; stronger effect = lower value | AID 818;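 active means viability at or under a set limit, the compound median less 4 SD, cut at about 6% in these data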;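 further: 0% = Hyamine 1622 control at 20 µM and 100% = untreated cell control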
# MRP1 act: activates MRP-1. AID 799. 0.61% of 140,000 active. viability increase, % at 10 µM. H69AR cells + doxorubicin, viability rescue, CellTiter-Glo;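 active means viability gain under doxorubicin at or above a set limit, the compound median plus 3 SD, cut at about 4.7% in these data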;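 further: MRP-1 overexpressing cells given doxorubicin 25 µM after compound pretreatment; 18-22 h compound pretreatment then 72 h with doxorubicin before readout; 0% = doxorubicin-only wells and 100% = vehicle-treated cells without doxorubicin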
# Phagocytosis inh: inhibitors of macrophage phagocytosis. J774A.1 macrophage IgG-bead phagocytosis, imaging. inhibition, % at 5 µM. 0.07% of 110,000 active;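 active means inhibition above the mean of the plate negative controls plus 5 SD, cut at about 13% in these data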;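 further: phagocytic index as fraction of beads internalized from green versus red external bead signal; plate controls were DMSO negative control for no effect and cytochalasin-D positive control for full effect; some results beyond the cut were filed as inactive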
# NPY Y2 blocker: blocks the human neuropeptide Y Y2 receptor; P49146; NPY-Y2 expressing cells, antagonist mode; inhibition, % at 2.7 µM; 0.99% of 140,000 active; in the data active means inhibition above about 17%;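 further: 0% = vehicle with agonist challenge and 100% = reference antagonist with challenge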
# Target sequence (P49146 whole entry, looked up): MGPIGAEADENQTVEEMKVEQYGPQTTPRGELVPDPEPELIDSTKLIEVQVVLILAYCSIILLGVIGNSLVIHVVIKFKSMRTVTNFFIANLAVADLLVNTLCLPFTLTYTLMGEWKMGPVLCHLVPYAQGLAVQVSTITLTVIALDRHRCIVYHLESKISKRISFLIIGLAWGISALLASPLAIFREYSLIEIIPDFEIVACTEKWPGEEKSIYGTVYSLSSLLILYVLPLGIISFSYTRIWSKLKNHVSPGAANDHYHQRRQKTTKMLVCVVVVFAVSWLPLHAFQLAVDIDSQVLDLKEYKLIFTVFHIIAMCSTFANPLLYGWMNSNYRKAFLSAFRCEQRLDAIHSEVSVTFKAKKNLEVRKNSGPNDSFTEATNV
# PTEN del growth: PTEN-deleted cell growth suppression; HCT116 PTEN-null viability, CellTiter-Glo, 60 h; stronger effect = lower value; viability, % at 10 µM; 1.2% of 140,000 active;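 active means viability at or below a set limit, 4 SD under the median of all tested compounds, cut at about 3.7% in these data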;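 further: PTEN knockout HCT116 line with beta catenin targeted HCT116 as companion control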
# E-sel TNF inh: blocks E-selectin expression induced by TNF alpha. HUVEC TNFa-induced E-selectin immunofluorescence, high content. inhibition, % at 2 µM. 0.71% of 120,000 active;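 active means inhibition above the batch mean plus 3 SD, and confirmed as a hit on visual image review, cut at about 43% in these data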;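 further: 0% = TNF-stimulated DMSO wells and 100% = unstimulated control wells; not every result past the cut was called active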
# Yeast life ext: yeast lifespan extension; AID 775; 0.68% of 130,000 active; inhibition of the nicotinamide effect, % at 10 µM; S. cerevisiae growth with nicotinamide, OD615; deaD strain in restrictive glucose medium;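 active means inhibition above a set limit, placed 3 SD over the median of all compounds, cut at about 26% in these data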;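 further: 0% = nicotinamide-treated wells and 100% = cells grown without nicotinamide; some compounds called inactive have numbers as strong as hits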
#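 Assay system: DeaD-strain S. cerevisiae. Medium: CSMM-D glucose medium, restrictive. Reagent: nicotinamide, 1.5 mM, co-present with compound. Compound: 10 µM single point, 0.25% DMSO. Schedule: culture preincubation 4 h, compound exposure 48 h, both 30 °C. Detection: absorbance at 615 nm.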
# Active calls of the source: *; . = no result given.
SMILES,Measles CPE,Yeast growth inh,GALR2 blocker,HCT116 bCat-KO,MRP1 act,Phagocytosis inh,NPY Y2 blocker,PTEN del growth,E-sel TNF inh,Yeast life ext
Cc1nc2nc(-c3ccc(Cl)cc3)[nH]n2c(=O)c1C,9,0,13,88,2.3,-1,2,90,8,-26
Cc1ccc(NC(=O)CSc2nnc(NC(=O)c3ccc(S(=O)(=O)N4CCOCC4)cc3)s2)cc1,3,-24,-4,98,-1.1,-3,1,105,.,3
Cc1ccc(C2CC(c3cccs3)=NN2C(=O)CSC2=NN3CCCC(=O)N=C3S2)cc1 (centres undefined),4,-32,0,63,-3.7,0,2,51,7,0
CC1=C(C(=O)OCC2CCCO2)C(c2ccccc2OC(C)C)C2=C(CC(c3ccco3)CC2=O)N1 (centres undefined),12,-60,-16,96,-0.4,0,4,99,9,-5
O=C(N1CCNCC1)N1CCOCC1,16,-42,-7,100,-0.6,-1,4,101,18,-6
COc1cc2c(cc1OC)CN(Cc1ccc(OC)c(C)c1OC)CC2,9,-66,3,56,-1.1,-2,5,62,-61,-7
Cc1ccc(C(=O)Cn2nnc(-c3ccccc3-n3cnnn3)n2)cc1,22,-32,-14,96,-2.8,-2,2,92,.,-10
O=C1NCCN/C1=C\C(=O)c1ccccc1,14,-20,-6,91,0.4,-1,1,97,-10,-3
CCOc1cc(CNc2ccccc2)cc(Br)c1OCC(=O)NC(C)(C)C,5,-19,-5,17,-3.5,.,7,28,-58,-19
COc1ccc2nc3c(cc2c1)c(NC(=O)C1CCCO1)nn3CC(C)C (centres undefined),7,-77,-5,91,-0.5,-1,-2,71,.,-15
CCOC(=O)c1c(NC(=O)CSc2nnc(-c3ccccc3)o2)sc(C(C)=O)c1C,13,-75,5,102,-0.8,3,5,106,10,-13
COC(=O)c1c(NC(=O)CC2Nc3ccccc3NC2=O)sc(C)c1C (centres undefined),34,-78,-3,1.6*,-3.0,.,2,1.9*,19,-2
COC(=O)c1c(NC(=O)COC(=O)Cn2cnc3ccccc32)sc(C)c1C,4,0,-21,82,-1.2,-3,0,83,-21,-15
COc1ccc(C(=O)Nc2cc3c(cc2OC)CCCC3)cc1Br,6,-14,0,80,1.5,.,10,79,-2,-2
CCCCn1c(C(C)NC(=O)COC)nc2ccccc21 (centres undefined),12,-4,-4,100,-2.7,.,-2,102,-8,-3
COc1cc2[nH]c(=O)n(CCCC(=O)NCCc3ccccc3)c(=O)c2cc1OC,2,-21,-6,91,-1.1,-2,0,97,.,-10
CN1C(=O)C(O)(CC(=O)c2cccnc2)c2ccccc21 (centres undefined),5,-1,2,99,-3.4,.,1,85,3,.
Cc1cc2nc(C3CCN(C(=S)NCC(C)C)CC3)[nH]c2cc1C,21,-12,-4,78,-2.8,-5,1,75,.,6
O=C(O)CC(C(=O)NC1CCCCC1)C1CCCO1 (centres undefined),4,-32,1,99,-1.8,-1,1,105,-5,-2
COCCSc1ccccc1C(=O)Nc1cc(C)ccn1,4,-13,0,96,-1.6,-12,-2,88,-20,-3
COc1ccc(Nc2ccnc(Nc3ccc(OC)cc3)n2)cc1,6,-43,7,15,-4.8,-4,1,13,.,-6
O=S(=O)(NC1CC1)c1ccc(S(=O)(=O)N2CCN3CCCC3C2)cc1 (centres undefined),9,-18,-2,93,-0.2,0,-1,99,4,-1
CCOC(=O)c1c(C)n(C)c2cc(Br)c(C)cc12,4,-29,-8,90,0.7,0,12,95,-12,-7
CCCc1cc(=O)n2[nH]c(-c3cc(OC)c(OC)c(OC)c3)nc2n1,6,16,-6,96,-0.5,0,0,101,-10,-3
CCOC(=O)n1c(=O)n(Cc2c(Cl)cccc2Cl)c2ccccc21,5,-24,12,69,-2.1,.,5,67,4,-27
CC(C)Cn1c2c(c(O)c(C(=O)Nc3nccs3)c1=O)CCCC2,9,-20,2,80,5.7*,.,2,81,-15,-6
O=C(O)CCN1C(=O)C2C3C=CC(C3)C2C1=O (centres undefined),2,0,0,92,-0.3,1,0,94,.,0
Cc1ccccc1/C=C\c1nc2ccccc2c(=O)n1Cc1ccccc1,10,-9,-12,65,-3.1,-3,12,60,-8,-7
C/C(CCN1CCCCc2nc(C)c(C)cc21)=N\O[C@@H](C)c1cn([C@H](CO)Cc2ccccc2)nn1,33,-29,-3,93,0.2,.,1,94,-3,1
O=C(Cc1ccccc1)Nc1c(C(=O)N2CCCCCC2)cnn1-c1ccccc1,5,-4,1,89,-1.8,.,0,91,0,.
CC1(C)Cc2ccccc2-c2nnc(SCC(=O)N3CCc4ccccc43)n21,9,-54,-7,106,-0.7,5,1,103,.,-11
CCOC(=O)N1CCC(NC(=O)Cn2cccc2C(=O)c2ccccc2)CC1,7,-2,3,98,-1.9,-2,5,93,-9,5
CCCC(=O)NC(=S)Nc1ccc(NC(=O)C(C)C)c(OC)c1,22,-3,-3,100,-2.5,-5,2,106,7,-6
BrC(=C\c1ccccc1)/C=N/N1CCN(Cc2ccccc2)CC1,4,-6,10,76,-3.4,-1,6,77,-44,7
C(=N\Nc1nc2ccccc2s1)/c1cccs1,11,4,23,58,-4.3,0,1,56,-2,-9
N#CCSc1nnc(Cc2cccs2)n1C1CCCCC1,5,-24,-3,102,-0.1,-1,5,99,8,1
COc1cc(S(=O)(=O)Nc2cc(C)cc(C)c2)ccc1F,4,1,-6,65,-4.6,7,2,74,.,-2
Cc1cc(C(=O)COC(=O)CNC(=O)c2ccc(Cl)c(Cl)c2)c(C)n1Cc1ccco1,10,-39,-5,106,0.3,-7,8,96,5,-2
Cc1cc(/C=C(\C#N)C(=O)NCCc2c[nH]c3ccccc23)c(C)n1C,9,8,-14,101,-2.1,.,1,101,13,2
O=C(CCC(=O)OCC(=O)c1ccc(Cl)cc1Cl)Nc1cccc2cccnc12,4,-54,-7,92,-2.5,-1,2,90,-14,-19
COc1cccc(CNc2ccc(F)c(Cl)c2)c1O,16,-21,11,50,-1.7,.,5,55,.,-9
Cc1ccc(NC(=S)N/N=C2/CCCc3c(C)cc(C)cc32)cc1,3,-47,12,96,0.0,0,2,101,.,-21
COc1ccc(-n2c(N3CCN(C)CC3)nc3sc4c(c3c2=O)CCCCC4)cc1,11,-47,-4,39,-5.5,-2,3,54,.,-3
O=C(COc1ccccc1)Nc1ccccc1C(=O)NCc1ccco1,4,-44,12,80,-1.5,0,3,77,.,-11
O=C(c1cc2nc(C3CC3)cc(C(F)(F)F)n2n1)N1CCCC1,13,-66,19,103,-1.2,1,1,110,-1,-9
COc1ccc(C2C(C#N)=C(N)Oc3c2c(C)nn3-c2ccccc2)cc1Cn1nc(C)c([N+](=O)[O-])c1C (centres undefined),4,-54,-9,87,-5.4,0,1,93,20,-1
O=C(c1ccccc1)c1ccc(OCC(O)CNC2CCCc3ccccc32)cc1 (centres undefined),5,5,8,92,0.9,-7,7,88,.,-5
CCCCN1CN=C(Nc2nc3ccccc3o2)NC1,6,-27,-6,102,-0.7,1,4,91,11,1
COc1ccccc1N1CCN(C(=O)c2ccc(NC(C)=O)cc2)CC1,7,8,0,102,0.2,0,1,106,-6,-5
CCC(=O)NC(NC(=O)CC)C(Cl)Cl,23,13,3,97,-2.8,.,-1,95,-6,-24

# Going on with the list:
SMILES,Measles CPE,Yeast growth inh,GALR2 blocker,HCT116 bCat-KO,MRP1 act,Phagocytosis inh,NPY Y2 blocker,PTEN del growth,E-sel TNF inh,Yeast life ext
Cc1ccccc1NC(=O)CSc1nnc(-c2ccco2)c(-c2ccco2)n1,12,-2,-5,92,-2.7,0,1,100,-27,-2
O=C(Oc1cccc(NC(=O)c2cccs2)c1)c1cccc(S(=O)(=O)N2CCCC2)c1,32,-21,3,98,-2.3,-13,1,108,-18,1
COc1ccc(-n2c(N)c(C(=O)NCc3cccnc3)sc2=S)cc1,4,-14,-9,100,-0.6,-1,-1,102,48,4
O=C(NNc1ccccc1Cl)C(O)(c1cccc(C(F)(F)F)c1)c1cccc(C(F)(F)F)c1,2,-4,5,3.2*,-4.1,-1,9,1.9*,4,-1
CCOC(=O)c1c(C)c(C(=O)NCCCOC)c(C)n1C,6,-28,-7,102,-1.9,-1,1,105,-17,-22
COc1ccccc1NC(=O)N1CCCC1C(=O)Nc1ccc(NC(C)=O)cc1 (centres undefined),16,-30,-4,94,-0.7,2,1,82,-14,-8
Cc1noc(C)c1S(=O)(=O)N(CC(=O)NCc1ccc2c(c1)OCO2)c1ccc(C(C)C)cc1,19,-18,12,70,-2.9,-1,7,67,27,0
COc1ccc(N(CC(=O)Nc2ccc(F)c(Cl)c2)S(=O)(=O)c2c(C)noc2C)cc1,15,-31,-1,88,-1.4,-6,-5,70,-7,-5
CCCCSc1n[nH]c(N)n1,12,-23,-4,97,-1.2,-2,-1,97,.,6
CCN=C(NCC)SC1CC(=O)N(c2cccc(OCC)c2)C1=O (centres undefined),7,9,0,103,-2.8,-1,0,82,.,-22
COc1ccc(NC(=O)C2CC(=O)N(Cc3ccc(C)cc3)C2)cc1S(=O)(=O)N1CCCCC1 (centres undefined),5,-19,1,90,0.6,0,3,89,.,2
CCc1cccc(NC(=O)NC(=O)Cn2nnc(C(=O)OC)c2C(=O)OC)c1,9,-31,-7,82,0.0,1,0,93,.,-1
CC(C)(C)S(=O)(=O)c1ccc(S(=O)(=O)C(C)(C)C)s1,1,-33,-6,92,1.2,.,2,107,-1,.
COC(=O)[C@H](C)NC(=O)Nc1ccccc1C(F)(F)F,6,26,8,82,-0.2,0,2,88,-13,-3
O=C(CCn1c2c(c3ccccc31)CCCC2)NNC(=O)c1ccccc1Cl,17,-24,-1,79,1.0,-13,-1,82,10,-6
O=C(CN1CCOCC1)Nc1ccccc1NC(=O)C1CCN(c2ncccn2)CC1,4,-10,-3,98,-0.3,0,0,94,-4,1
CCCC(C)NC(=O)/C=C/c1cccc([N+](=O)[O-])c1 (centres undefined),4,-64,-6,92,-0.5,0,1,102,-18,-10
Cc1ccc(N2CC(C(=O)OCC(=O)C(C)(C)C)CC2=O)cc1C (centres undefined),5,-12,7,100,0.4,.,2,97,-40,-12
CCCCCCN1C=CC(=C/C=C(\C#N)C(=O)OCC)C=C1,2,-52,3,94,-2.5,.,1,84,.,-21
NC(=O)Cn1c2[n+](c3ccccc31)CC(O)CS2 (centres undefined),4,-2,1,78,-0.9,0,4,97,-29,-14
COc1ccc2nc(NC(=O)c3ccc(-c4cccc([N+](=O)[O-])c4)o3)sc2c1,21,-3,1,94,-3.1,-7,2,92,.,-3
Cc1ccccc1Nc1nc(N)nc(COC(=O)c2ccc(O)cc2)n1,15,-8,6,92,-1.7,-13,-2,84,.,-7

# Screens: PubChem BioAssay, several laboratories
